SKN-1 block – C. elegans SKN-1 inhibition; C. elegans VP596 Pgst-4::GFP/RFP ratio, acrylamide-induced, 24 h; inhibition, % at 21.8 µM; hit rate 0.49% among 360,000; AID 624304;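 active = interference check ratio from 0.5 to 1.5 plus GFP to RFP signal ratio inhibition reaching or exceeding a fixed threshold, cut at about 30% in these data, passing the limit was not always enough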; note: some compounds called inactive have numbers as strong as hits
NRP1-CendR mod – NRP-1/CendR interaction modulation; inhibition, % at 25 µM; hit rate 0.85% among 360,000; O14786; FAM-RPARPAR peptide binding to NRP-1, fluorescence polarization;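 active = inhibition or corrected inhibition above about 18%, plus a signal ratio from 0.5 to 1.5, limit read from the data, passing the limit was not always enough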; note: strong numbers were not always called active
MT1-MMP act inh – inhibitors of human MT1-MMP activation. P50281. GFP/RFP ratio change, % at 20 µM. AID 651647. HT1080 RFP-PRO-GFP cells, GFP/RFP ratio fluorescence, overnight; percent of plate control window, DMSO zero. hit rate 0.061% among 360,000;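 active = GFP/RFP ratio change of at least 30% with cell ATP level not reduced by more than half and red fluorescence within 50% of control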; note: strong numbers were not always called active
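Material: RFP-PRO-GFP reporter HT1080 cells. Dosing: single-point 20 µM compound, 1% DMSO. Controls: DMSO and RFP-L50D-GFP cell wells. Timing: cells overnight before dosing, compound overnight, 37 °C, 5% CO2. Measure: GFP/RFP fluorescence ratio.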
PABP1 MLLE inh – blocks PAM2 peptide binding to the PABP1 MLLE domain; P11940; GST-MLLE / FITC-PAM2 fluorescence polarization; inhibition, % at 20 µM; hit rate 0.36% among 360,000; AID 588489; in the data active = inhibition above about 35%, passing the limit was not always enough;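 note: plate controls were DMSO wells with GST-MLLE for no effect and wells lacking GST-MLLE protein for full effect; some results filed as inactive read as strong as hits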
Tb MetRS inh – blocks T. brucei methionyl-tRNA synthetase activity; inhibition, % at 11.9 µM; hit rate 0.4% among 360,000; purified T. brucei MetRS, ATP depletion, Kinase-Glo luminescence;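 active = inhibition above a per-plate cutoff of the control wells' mean inhibition plus 3 SD, cut at about 5.5% in these data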;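 note: 0% = DMSO wells median and 100% = median of wells with control inhibitor compound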
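technique = Kinase-Glo luminescence, ATP depletion format | system = purified MetRS (methionyl-tRNA synthetase) enzyme from Trypanosoma brucei | timing = 15 min preincubation, 2 h reaction, all 25 °C | evaluation = percent inhibition versus plate control medians | dosing = single dose, 11.9 µM final nominal, 0.9% final DMSO | also added = substrates ATP, L-methionine and bulk Escherichia coli tRNA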
MsrA inhibitor – bovine MsrA inhibition; purified bovine MsrA, absorbance read-out; inhibition, % at 15.5 µM; hit rate 0.75% among 360,000; in the data active = inhibition above about 4.5%;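 note: 0% = vehicle wells with enzyme and 100% = reference inhibitor wells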
E coli Lon inh – inhibitors of E. coli Lon protease. P0A9M0. purified E. coli Lon protease, fluorescence polarization. inhibition, % at 7.94 µM. hit rate 0.42% among 360,000. AID 602123; in the data active = inhibition above about 13%, passing the limit was not always enough;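 note: 0% = enzyme with probe and DMSO and 100% = no enzyme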
Target sequence (P0A9M0 whole entry, looked up): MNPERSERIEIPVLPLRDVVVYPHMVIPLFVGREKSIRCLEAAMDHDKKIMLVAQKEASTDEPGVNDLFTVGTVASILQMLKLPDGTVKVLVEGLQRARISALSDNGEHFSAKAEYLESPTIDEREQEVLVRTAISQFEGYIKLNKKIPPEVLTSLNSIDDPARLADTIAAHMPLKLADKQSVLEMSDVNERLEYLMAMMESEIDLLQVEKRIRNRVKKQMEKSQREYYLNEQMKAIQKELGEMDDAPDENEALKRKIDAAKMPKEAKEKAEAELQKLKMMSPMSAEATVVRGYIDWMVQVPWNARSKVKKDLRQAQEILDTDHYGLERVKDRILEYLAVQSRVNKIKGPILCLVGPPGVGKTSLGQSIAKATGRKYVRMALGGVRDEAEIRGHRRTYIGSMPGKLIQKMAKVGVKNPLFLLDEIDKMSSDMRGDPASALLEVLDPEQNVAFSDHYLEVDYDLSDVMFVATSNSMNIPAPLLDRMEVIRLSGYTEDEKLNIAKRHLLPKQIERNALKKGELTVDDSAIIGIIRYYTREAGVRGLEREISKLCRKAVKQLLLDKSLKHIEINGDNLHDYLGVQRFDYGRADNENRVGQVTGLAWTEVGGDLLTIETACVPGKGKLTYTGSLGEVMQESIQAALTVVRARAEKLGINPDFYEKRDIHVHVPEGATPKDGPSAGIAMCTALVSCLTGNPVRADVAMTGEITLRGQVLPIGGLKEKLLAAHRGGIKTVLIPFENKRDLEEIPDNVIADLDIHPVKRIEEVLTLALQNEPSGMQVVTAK
bovine MsrA act – activates bovine MsrA enzyme | purified bovine MsrA, absorbance read-out | hit rate 0.3% among 360,000 | activation, % at 10.6 µM; in the data active = activation above about 7.5%;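 note: 0% = vehicle and 100% = reference activator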
FAS-TE inh – FAS thioesterase (human) inhibition; P49327; recombinant FAS-TE, OMFH fluorogenic substrate, fluorescence endpoint; inhibition, % at 15 µM; hit rate 0.67% among 360,000;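 active = compounds whose normalised, plate-corrected inhibition of enzyme fluorescence in the single-dose primary screen is 50% or more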;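 note: 0% = DMSO with enzyme and 100% = substrate without enzyme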
* = called active by the depositor; / = no result given.

SMILES	SKN-1 block	NRP1-CendR mod	MT1-MMP act inh	PABP1 MLLE inh	Tb MetRS inh	MsrA inhibitor	E coli Lon inh	bovine MsrA act	FAS-TE inh
O=C(CSc1nc2ccccc2s1)Nc1cc(S(=O)(=O)N2CCOCC2)ccc1Cl	1	-3	-2	1	-0.1	-0.1	9	-4	6
N#CCC(=O)Nc1ccc(C(=O)OCC(=O)N2CCCC2=O)cc1	15	-3	0	-32	0.6	0.4	-14	-2	-9
O=C(CNC(=O)c1ccc2ccccc2c1)Nc1ncccc1O	17	4	0	16	-0.2	1.9	0	-2	-5
CCCCCn1c(C(Cc2ccccc2)NC(C)=O)nc2ccccc21 (stereo not given)	-9	-2	-4	-4	-0.4	0.2	11	-6	-2
COc1ccc(Cl)cc1C(=O)OCC(=O)NC(=O)c1cccn1C	0	11	0	-2	-1.1	-0.4	-3	-5	5
COc1ccc(/C=C/C(=O)Nn2cnnc2)cc1	7	-1	4	-9	-0.5	0.4	1	-6	-10
CC(C)c1ccccc1NC(=S)NCc1ccncc1	-2	5	0	26	-0.5	-0.6	-5	6	-2
CCOC(=O)CSc1nc2cc3c(cc2cc1C#N)OCCO3	6	-9	-10	2	-0.6	-0.6	3	-4	0
CCN(CC(=O)Nc1c(F)cccc1F)C(=O)CCc1ccc(OC)cc1	9	6	0	8	0.2	2.2	8	-3	-6
CC(=O)C1=C(O)C(=Cc2ccccc2)OC1=O	-1	-60	1	-52	0.0	3.3	-52	-3	-7
O=C(NC1CC1)c1ccc2sc([C@@H]3O[C@H](CO)[C@H](O)[C@H](O)[C@H]3O)nc2c1	-4	-9	2	-7	0.0	1.5	-4	1	-10
CCOc1ccc(NC(=S)NCc2nc3ccccc3[nH]2)cc1	2	-6	2	-107	4.4	0.4	-10	-1	0
CCCC(c1nnnn1CCc1ccccc1)N1CCN(C(=O)c2ccco2)CC1 (stereo not given)	10	3	-11	14	-0.4	1.1	4	-3	-3
Cc1onc(-c2ccccc2)c1C(=O)NC(=S)NNC(=O)c1ccco1	4	8	4	11	0.1	1.2	3	2	-3
O=c1cc(CO)oc(C(Nc2ccccn2)c2ccc(F)cc2)c1O (stereo not given)	3	6	-3	24	-0.7	0.3	-3	-8	-4

6 entries from above, ordered by formula weight, ascending.
SMILES	SKN-1 block	NRP1-CendR mod	MT1-MMP act inh	PABP1 MLLE inh	Tb MetRS inh	MsrA inhibitor	E coli Lon inh	bovine MsrA act	FAS-TE inh
CC(=O)C1=C(O)C(=Cc2ccccc2)OC1=O	-1	-60	1	-52	0.0	3.3	-52	-3	-7
CCOc1ccc(NC(=S)NCc2nc3ccccc3[nH]2)cc1	2	-6	2	-107	4.4	0.4	-10	-1	0
O=c1cc(CO)oc(C(Nc2ccccn2)c2ccc(F)cc2)c1O (stereo not given)	3	6	-3	24	-0.7	0.3	-3	-8	-4
CCCCCn1c(C(Cc2ccccc2)NC(C)=O)nc2ccccc21 (stereo not given)	-9	-2	-4	-4	-0.4	0.2	11	-6	-2
Cc1onc(-c2ccccc2)c1C(=O)NC(=S)NNC(=O)c1ccco1	4	8	4	11	0.1	1.2	3	2	-3
CCN(CC(=O)Nc1c(F)cccc1F)C(=O)CCc1ccc(OC)cc1	9	6	0	8	0.2	2.2	8	-3	-6

New compounds follow
SMILES	SKN-1 block	NRP1-CendR mod	MT1-MMP act inh	PABP1 MLLE inh	Tb MetRS inh	MsrA inhibitor	E coli Lon inh	bovine MsrA act	FAS-TE inh
Fc1cccc(-c2csc(-c3ccno3)n2)c1	52*	-1	2	31	-0.6	0.8	1	-1	8
COc1cc(C)ccc1Oc1nc(-c2ccccc2O)nc2ccccc12	-1	3	-2	4	0.1	1.6	-7	-3	26
COc1ccc(C(=O)Nc2cccc3nc(C)ccc23)c(OC)c1	9	0	4	-11	-1.0	0.5	-10	-3	-4
O=C(Nc1ccc(S(=O)(=O)C(F)F)cc1)c1cccc(S(=O)(=O)N2CCOCC2)c1	6	10	2	-1	-1.0	0.3	4	-4	20
Cc1cc(C(=O)CN(Cc2ccc(F)cc2)S(=O)(=O)c2ccc3c(c2)OCCO3)c(C)n1C	10	12	-3	6	-1.2	1.3	-7	2	22
O=C(NC1CC2CCCC(C1)N2CC(=O)N1CCCc2ccccc21)C1CCCCC1 (stereo not given)	-8	-2	1	-7	-6.2	0.3	-11	-4	-4
COc1ccccc1Oc1ccc(N/C=C/C(=O)C(C)(C)C)cc1	17	9	-2	3	-0.9	0.3	0	-3	20
COc1ccccc1/C=C/CN1CCC(Oc2ccc(C(=O)N3CCCCC3)cc2)CC1	4	12	0	-8	-0.7	0.6	7	-3	0
COc1ccc(O)c(/C=N/N2CCCCC2)c1	13	-3	-2	-5	-1.4	-0.2	2	0	0
Cc1ccc(NS(=O)(=O)c2cccc(C(=O)N3CCCCCCC3)c2)cc1	3	4	0	-6	-0.4	0.4	7	-9	-2
O=C(O)c1ccc2cccnc2n1	5	14	3	1	-0.7	1.4	-2	-2	-5
Nc1nnnn1/N=C/c1ccccn1	4	-2	-2	10	-0.3	0.3	-9	-3	-8
CC(CC(=O)Nc1nncs1)c1ccccc1 (stereo not given)	15	6	-1	-3	-1.6	0.6	-7	-11	-5
COc1ccc(-n2c(Cc3cccs3)nnc2SCC(=O)Nc2ccc3c(c2)OCCO3)cc1	0	-1	-2	-29	0.0	0.2	-5	-1	11
CCc1nnc(NC(=O)c2ccc(Cl)c(S(=O)(=O)N3CCc4ccccc43)c2)s1	-11	-17	1	-26	-0.5	1.4	5	-7	9

SKN-1 block: hit marks shown above.
smiles | SKN-1 block | NRP1-CendR mod | MT1-MMP act inh | PABP1 MLLE inh | Tb MetRS inh | MsrA inhibitor | E coli Lon inh | bovine MsrA act
Fc1cccc(-c2csc(-c3ccno3)n2)c1 | 52* | -1 | 2 | 31 | -0.6 | 0.8 | 1 | -1

Additional results:
SMILES	SKN-1 block	NRP1-CendR mod	MT1-MMP act inh	PABP1 MLLE inh	Tb MetRS inh	MsrA inhibitor	E coli Lon inh	bovine MsrA act	FAS-TE inh
COC(=O)c1ccc(N2CCN(S(=O)(=O)c3ccccc3)CC2)c([N+](=O)[O-])c1	-6	10	7	3	0.2	-0.3	-5	-1	22
COc1ccc(NC(=O)CN2CCN(CC(=O)Nc3ccccc3OC)CC2)c(OC)c1	-3	14	0	9	-0.2	-0.4	-1	-4	-3
CN(C(=O)C1CCCC1)C1CCS(=O)(=O)C1 (stereo not given)	-10	1	1	15	-0.5	0.6	-3	-4	-3
NC(=O)c1ccc(NC(=O)COC(=O)c2cc(S(=O)(=O)N3CCOCC3)ccc2N2CCCCC2)cc1	5	-12	-1	9	-0.5	1.6	-12	-4	-2
CC(C)C[C@H]1CN(CCCC[C@@H]2CNC(=O)C(=O)N2Cc2ccccc2)C(=O)C(=O)N1CC1CCCCC1	-2	2	6	/	-0.7	-1.1	3	0	1
COc1ccc(NC(=O)Nc2c(C)n(C)n(-c3ccccc3)c2=O)cc1OC	0	10	1	-8	-0.2	0.6	-12	-3	-8
CC1CC(C)CN(C(=O)COC(=O)CNS(=O)(=O)/C=C/c2ccccc2)C1 (stereo not given)	-6	5	1	0	-0.7	-0.8	3	2	-2
CC(O)CNc1nc2c(c(=O)n(Cc3cccc(Cl)c3)c(=O)n2C)n1C (stereo not given)	5	4	-1	-20	-0.1	-0.1	-7	2	-4
COc1ccc(N2CCN(C(=O)COc3ccc4c(C)c(C)c(=O)oc4c3C)CC2)cc1	1	19	-2	-3	-0.1	/	4	-2	9
CNC(=O)N(C1=NCCCCC1)c1ccc(Br)cc1	11	-9	4	16	-0.1	0.1	-3	-3	-1
CCCCn1c(C)cc(/C=C(\C#N)C(=O)O)c1C	9	-8	3	-4	-1.1	4.1	-1	-8	-9
COc1ccc(CNC(=O)CSc2nnc(NC(=O)C3CC3)s2)cc1	3	9	2	4	0.5	1.3	8	-3	-3
Nc1nc(SCc2ccc(Cl)cc2Cl)ns1	24	0	2	-1	1.5	0.7	-5	6	8
Cn1cccc1C1CCCN1CC(=O)Nc1ccc(F)c(F)c1F (stereo not given)	16	1	-2	3	-0.6	1.1	0	-4	7
COC(=O)Cn1c(=N)n(CCN2CCCCC2)c2ccccc21	2	22	1	-7	-0.6	1.1	-11	-2	-7
Clc1ccccc1-c1ncnc2ccc(Br)cc12	21	3	1	9	-0.6	1.3	12	-5	-1
CCOC(=O)/C(=N\Nc1cc(Cl)ccc1Cl)N1CCN(C)CC1	10	-7	-4	2	0.8	2.1	-2	-1	4
CNCc1cc(C)n(-c2cc(S(=O)(=O)N3CCOCC3)ccc2N2CCCC2)c1C	13	-3	-16	-14	0.4	1.5	-9	-1	-10
CC1=CC(=O)C(Sc2ccc(C)cc2)=CC1=O	15	1	-21	35*	-0.2	1.1	8	-9	10
CCCc1n(CC)c2ccccc2[n+]1CC(O)COC1CCCCC1 (stereo not given)	1	4	2	-112	-0.5	2.4	-3	0	-5
CCOC(=O)C1(C)CCN1C(=O)c1cc(OC)ccc1Br (stereo not given)	18	10	0	-5	0.2	-0.6	-3	-4	0
O=C(CCCC(=O)N1CCN(c2ccccc2F)CC1)N1CCN(c2ccccc2F)CC1	2	1	3	7	-0.6	0.7	-1	0	-5
N#Cc1ccccc1Sc1ccccc1C(=O)Nc1ccccc1	0	17	-3	9	0.2	0.1	3	-4	13
COc1ccc2c(c1)C(C)=CC(C)(C)N2S(=O)(=O)c1ccc(Br)cc1	10	5	0	0	0.2	-1.2	7	2	28
Cc1c(Cl)cccc1NC(=O)CCN1CCC(C(N)=O)CC1	-7	4	1	4	-1.0	0.2	2	-5	-1
O=C(Cc1csc(-c2ccccc2)n1)NCc1ccc(F)cc1	1	1	-5	-56	0.6	0.5	-3	-2	2
CC(=O)Nc1cccc(-c2cnc(NC(C)=O)cn2)c1	-5	10	-3	-4	-0.2	0.6	-13	-6	-8
CC(=O)CCC(=O)c1ccc2ccccc2c1	11	-2	3	-7	-0.7	-0.7	-3	-5	-5
Cc1ccc(NC(=O)C2CCN(S(=O)(=O)c3ccc4c(c3)oc(=O)n4C)CC2)cc1	12	-1	2	2	-0.1	-0.3	8	-3	-1
O=C(Cn1cncn1)NCCCc1ccccc1	1	16	-2	2	-1.5	0.6	-8	-7	-6

Four entries picked at random from the list so far:
SMILES	SKN-1 block	NRP1-CendR mod	MT1-MMP act inh	PABP1 MLLE inh	Tb MetRS inh	MsrA inhibitor	E coli Lon inh	bovine MsrA act	FAS-TE inh
O=C(Cn1cncn1)NCCCc1ccccc1	1	16	-2	2	-1.5	0.6	-8	-7	-6
COc1ccc2c(c1)C(C)=CC(C)(C)N2S(=O)(=O)c1ccc(Br)cc1	10	5	0	0	0.2	-1.2	7	2	28
Cc1c(Cl)cccc1NC(=O)CCN1CCC(C(N)=O)CC1	-7	4	1	4	-1.0	0.2	2	-5	-1
CC1=CC(=O)C(Sc2ccc(C)cc2)=CC1=O	15	1	-21	35*	-0.2	1.1	8	-9	10

Screening results as filed in PubChem.
